PAFAH2 inh: PAFAH2 enzyme inhibitors, primary screen, biochemical, fluorescence polarization, human; inhibition, % at 3.39 µM; AID 492956, 2010; recombinant PAFAH2, FP-rhodamine activity probe; Platelet-activating factor acetylhydrolase 2, cytoplasmic (Homo sapiens), Q99487; 340,000 compounds, 0.99% hits;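 active means inhibition above the mean over all tested compounds plus 3 SD, cut at about 30% in these data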;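 further: inhibitors block probe labeling of enzyme so polarization drops; 0% = enzyme with DMSO and 100% = wells lacking PAFAH2 protein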
PAFAH1B3 FP inh: PAFAH1B3 enzyme inhibitors, primary screen, biochemical, fluorescence polarization, human; Platelet-activating factor acetylhydrolase IB subunit alpha1 (Homo sapiens), Q15102; recombinant PAFAH1B3, FP-rhodamine probe; inhibition, % at 3.39 µM; 340,000 compounds, 0.28% hits;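 active means inhibition above the screen-wide average of all tested compounds plus 3 SD, cut at about 25% in these data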;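 further: 0% = enzyme with DMSO only and 100% = wells lacking PAFAH1B3 protein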
GSTO1 inh: inhibitors of recombinant GSTO1, primary screen, counter-screen for RBBP9 inhibitor project, biochemical, fluorescence polarization; 300,000 compounds, 1.1% hits; inhibition, % at 5.96 µM; AID 1974, 2009; activity-based probe fluorescence polarization;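 active means inhibition above the campaign mean inhibition plus 3 SD, cut at about 35% in these data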;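 further: 0% = GSTO1-1 with DMSO and 100% = wells lacking GSTO1-1 enzyme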
Target sequence (P78417 whole entry, looked up): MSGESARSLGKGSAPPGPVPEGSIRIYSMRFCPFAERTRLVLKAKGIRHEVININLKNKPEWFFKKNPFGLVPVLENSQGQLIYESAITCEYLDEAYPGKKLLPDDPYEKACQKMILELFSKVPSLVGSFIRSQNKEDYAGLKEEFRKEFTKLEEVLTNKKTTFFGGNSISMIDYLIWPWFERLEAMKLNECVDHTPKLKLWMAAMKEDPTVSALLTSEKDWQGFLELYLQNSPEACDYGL
Fam108B counter: mouse Fam108B serine hydrolase inhibitors, primary screen, counter-screen for RBBP9 inhibitor project, biochemical, fluorescence polarization | recombinant Fam108B, FP-Rh probe fluorescence polarization | inhibition, % at 9.51 µM | 300,000 compounds, 0.33% hits | AID 1947, 2009;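 active means inhibition above the screen mean inhibition plus 3 SD, computed separately per campaign, cut at about 18% in these data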;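 further: inhibitors lower polarization as less probe binds the enzyme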
pPAFAH FP inh: pPAFAH enzyme inhibitors, primary screen, biochemical, fluorescence polarization, human. Platelet-activating factor acetylhydrolase (Homo sapiens), Q13093. recombinant pPAFAH, FP-rhodamine probe fluorescence polarization. inhibition, % at 3.39 µM. 330,000 compounds, 1.5% hits;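 active means inhibition above the mean inhibition across the screen plus 3 SD, cut at about 25% in these data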;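 further: inhibitors block binding of the rhodamine activity-based probe so polarization drops; 0% = enzyme with DMSO and 100% = wells lacking pPAFAH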
LYPLA1 counter: LYPLA1 inhibitors, primary screen, counter-screen for PME1 inhibitor project, biochemical, fluorescence polarization, FP-Rh probe ABPP. AID 2174, 2009. recombinant LYPLA1. inhibition, % at 5.9 µM. 320,000 compounds, 0.16% hits. Acyl-protein thioesterase 1 (Homo sapiens), O75608;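 active means inhibition above the mean of all tested compounds plus 3 SD, set per campaign, cut at about 14% in these data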;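 further: inhibitors block serine hydrolase probe labeling of LYPLA1 so polarization falls; 0% = enzyme with DMSO and 100% = wells lacking LYPLA1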
PME-1 inh: PME-1 inhibitors via competitive probe labeling, primary screen, biochemical, fluorescence polarization, FP-Rh probe, HTS; recombinant PME-1; inhibition, % at 5.9 µM; AID 2130, 2009; 320,000 compounds, 0.53% hits;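 active means inhibition above the campaign mean of all compounds plus 3 SD, cut at about 26% in these data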;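 further: competitive labeling of PME-1 active site by serine hydrolase directed probe; 0% = PME-1 with DMSO and 100% = wells lacking PME-1 enzyme; inhibitors block probe labeling so polarization falls and inhibition rises; many of its hits are not listed in these tables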
PAD4 inh: human PAD4 inhibitors, primary screen, biochemical, fluorescence polarization, 1536-well format. Protein-arginine deiminase type-4 (Homo sapiens), Q9UM07. AID 485272, 2010. 330,000 compounds, 0.41% hits. inhibition, % at 6.36 µM. recombinant PAD4, RCA probe fluorescence polarization;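 active means percent inhibition above a cutoff equal to the mean of all tested compounds plus 3 SD, cut at about 15% in these data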;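 further: 0% = PAD4 with RCA probe and DMSO and 100% = probe without PAD4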
Target sequence (Q9UM07 whole entry, looked up): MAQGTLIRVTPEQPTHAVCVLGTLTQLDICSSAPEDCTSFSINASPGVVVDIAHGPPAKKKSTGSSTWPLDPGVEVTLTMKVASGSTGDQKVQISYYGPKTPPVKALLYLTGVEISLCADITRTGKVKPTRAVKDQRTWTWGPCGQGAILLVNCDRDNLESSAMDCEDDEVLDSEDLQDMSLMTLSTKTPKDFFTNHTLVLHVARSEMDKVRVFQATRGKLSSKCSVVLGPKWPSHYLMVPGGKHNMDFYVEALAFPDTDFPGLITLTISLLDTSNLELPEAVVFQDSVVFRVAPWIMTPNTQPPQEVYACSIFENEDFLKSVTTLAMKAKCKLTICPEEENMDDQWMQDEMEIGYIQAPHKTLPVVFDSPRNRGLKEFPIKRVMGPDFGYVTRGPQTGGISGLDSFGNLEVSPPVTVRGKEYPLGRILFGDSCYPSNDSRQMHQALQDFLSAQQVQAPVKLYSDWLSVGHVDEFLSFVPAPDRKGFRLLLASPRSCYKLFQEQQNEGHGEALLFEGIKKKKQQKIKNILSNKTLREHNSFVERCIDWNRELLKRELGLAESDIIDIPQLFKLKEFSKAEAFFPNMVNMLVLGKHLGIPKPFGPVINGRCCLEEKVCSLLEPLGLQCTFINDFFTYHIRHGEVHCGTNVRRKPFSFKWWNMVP
PAFAH1B2 inh: PAFAH1B2 enzyme inhibitors, primary screen, biochemical, fluorescence polarization, human; Platelet-activating factor acetylhydrolase IB subunit alpha2 (Homo sapiens), P68402; recombinant PAFAH1B2, FP-rhodamine activity probe; inhibition, % at 3.39 µM; 340,000 compounds, 1.2% hits;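 active means inhibition above the mean of all tested compounds plus 3 SD, cut at about 24% in these data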;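 further: 0% = enzyme with DMSO and 100% = wells lacking PAFAH1B2; many of its hits are not listed in these tables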
Numbers without * were called inactive; / = not tested or not shown.

The opening 2 compounds, ahead of the listing:
SMILES	PAFAH2 inh	PAFAH1B3 FP inh	GSTO1 inh	Fam108B counter	pPAFAH FP inh	LYPLA1 counter	PME-1 inh	PAD4 inh	PAFAH1B2 inh
CN1CCN(c2nc3c(c(=O)n(C)c(=O)n3C)n2Cc2ccc(F)cc2)CC1	-1	-1	6	4	6	6	-4	-2	-2
Oc1ccc(Cl)cc1C1=NCCNC(C(F)(F)C(F)F)=C1	-2	3	-12	1	6	0	2	-8	0

The list itself, repeating the preview:
SMILES	PAFAH2 inh	PAFAH1B3 FP inh	GSTO1 inh	Fam108B counter	pPAFAH FP inh	LYPLA1 counter	PME-1 inh	PAD4 inh	PAFAH1B2 inh
CN1CCN(c2nc3c(c(=O)n(C)c(=O)n3C)n2Cc2ccc(F)cc2)CC1	-1	-1	6	4	6	6	-4	-2	-2
Oc1ccc(Cl)cc1C1=NCCNC(C(F)(F)C(F)F)=C1	-2	3	-12	1	6	0	2	-8	0
COc1cccc(CNC(=O)C2CCCN(c3cnccn3)C2)c1 (centres undefined)	-4	0	0	0	3	-3	-5	-6	-3
Cc1ccc(C)c(-c2cc(C(=O)NNC(=S)NCC(C)C)c3ccccc3n2)c1	9	0	-11	1	26*	1	0	-3	0
CCOc1cccc(C(=O)Nc2ccc(NC(=O)c3ccccc3)c(C)c2)c1	-1	11	-2	0	-2	-3	-6	2	5
CN1CCN(C(=O)c2cc(Cl)ccc2NC(=O)c2ccc(Cl)cc2Cl)CC1	6	9	1	1	0	-1	3	-5	1
COCCNc1cnn(-c2ccccc2)c(=O)c1Cl	-7	12	-2	-9	-3	-4	-3	4	-5
CN(C)CCN(Cc1cc2cc3c(cc2[nH]c1=O)OCO3)C(=S)NCc1ccco1	-4	0	5	1	-2	-3	1	1	5
COc1ccc(/C=C/C(=O)OCC(=O)Nc2cc(C(N)=O)cc(C(N)=O)c2)cc1	-4	6	-1	1	-1	-2	-4	5	-4
COc1ccc(CNCc2cc(OC)ccc2OC)cc1	4	7	1	1	3	1	-2	-5	3
CC(C)C(O)P(=O)(OCc1ccccc1)c1ccc(N(C)C)cc1 (centres undefined)	2	1	-2	7	-4	1	7	0	1
CCC(C)C(NC(=O)C1CCC(C)CC1)C(=O)NC(CCSC)C(=O)OC (centres undefined)	-2	3	1	-9	2	2	5	-3	-2
CCCc1cc(N2CCCC(C(=O)Nc3ccc(OC)cc3OC)C2)n2ncnc2n1 (centres undefined)	2	-4	3	-1	4	0	4	5	-2
O=C(NCCCn1ccnc1)c1ccc(S(=O)(=O)N2CCOCC2)cc1	2	6	-2	4	2	3	7	0	1
Cc1ccccc1C(=O)Nc1cc(C(F)(F)F)ccc1-n1cncn1	7	1	/	/	0	3	-2	-2	5
Cc1nn(Cc2cccc3ccccc23)c(C)c1NC(=O)c1cccnc1	-4	-1	4	8	-3	-2	-4	1	4
CCN(CCC#N)c1ccc(N2C(=O)CCCC2=O)cc1[N+](=O)[O-]	11	6	4	1	-1	2	7	-1	4
COc1cc(C(C)=O)ccc1OCC(O)CN1CCN(c2cc(C)cc(C)c2)CC1 (centres undefined)	-2	10	0	-3	2	1	-5	-3	-2
CCn1c(Cc2cccs2)nnc1SCC(=O)Nc1ccc(OC)c(OC)c1	5	3	1	0	5	5	-2	2	1
COc1ccc(CCN2CC(C(=O)Nc3ccccc3F)CC2=O)cc1OC (centres undefined)	1	6	9	-4	3	1	-2	1	-2
O=C(O)CC1(CC(=O)NCc2ccc(-c3cccs3)cc2)CCCCC1	-4	1	4	-3	-2	-1	-5	2	0
CN=c1oc2ccc(Cl)cc2cc1C(N)=O	2	3	5	0	4	2	3	3	2
CCN(c1ccccc1)P(=O)(Nc1ccccc1)Nc1ccccc1	-2	7	1	-1	6	2	0	-5	5
O=C(CSc1nc2ccccc2c(=O)n1-c1ccccc1Cl)NCC1CCCO1 (centres undefined)	-6	9	/	/	-2	0	0	-4	1
O=C(c1ccc(Cl)cc1)c1coc2ccc(O)cc12	10	7	-6	-2	-2	-2	-1	-4	4
COc1cc(Cl)cc(C=O)c1OCC(=O)O	-3	7	-2	-4	-11	0	-3	-3	3
CC(C)(O)C#Cc1ccc(C(=O)NC2CCCCC2)s1	-10	0	9	-4	4	-2	-5	2	-4
CC1=C(C#N)C(=O)N(C2CCS(=O)(=O)C2)C(=O)/C1=C\c1ccc(C)o1 (centres undefined)	/	/	36*	8	37*	-1	-1	-2	/
COc1ccc(CN(C(=O)c2cccs2)c2nccs2)cc1OC	2	8	3	0	-4	2	-3	-1	1
COc1ccccc1S(=O)(=O)Nc1cccc(S(=O)(=O)N2CCCC2)c1	2	-2	/	/	0	/	/	2	0

An excerpt from above in order of the PME-1 inh value, falling.
canonical_smiles	PAFAH2 inh	PAFAH1B3 FP inh	pPAFAH FP inh	PME-1 inh	PAD4 inh	PAFAH1B2 inh
CN=c1oc2ccc(Cl)cc2cc1C(N)=O	2	3	4	3	3	2
O=C(c1ccc(Cl)cc1)c1coc2ccc(O)cc12	10	7	-2	-1	-4	4
COc1cc(Cl)cc(C=O)c1OCC(=O)O	-3	7	-11	-3	-3	3

The results go on:
SMILES	PAFAH2 inh	PAFAH1B3 FP inh	GSTO1 inh	Fam108B counter	pPAFAH FP inh	LYPLA1 counter	PME-1 inh	PAD4 inh	PAFAH1B2 inh
C/C(=N\S(=O)(=O)c1ccc(C)cc1)Nc1cc(C(C)C)c(O)cc1C	7	3	21	-1	8	-3	0	2	-3
O=C(Cc1ccccc1)NCc1ccncc1	5	10	-4	0	9	-1	-4	4	1
CCN(CC)S(=O)(=O)c1ccc2c(c1)nc(CCC(=O)OCC(=O)Nc1c(F)cccc1F)n2C	49*	-5	2	-1	9	1	0	-3	9
Cc1cc(C)cc(-n2ccnc2SCC(=O)Nc2ccc3c(c2)OCCO3)c1	2	2	8	4	2	-1	-5	4	2
Cc1ccc(NC(=S)NC(=O)c2ccc(Br)o2)c(C)c1	2	2	0	-3	3	-1	-7	-5	2
CNC(=O)c1ccc(-c2sc3nc(N4CCOCC4)c4c(c3c2N)CCCC4)o1	-2	3	-1	13	27*	0	-3	-2	1
CCN(Cc1ccccc1)C(c1cc2cc(C)ccc2[nH]c1=O)c1nnnn1CCOC (centres undefined)	-6	-2	-4	4	2	1	1	-1	6
O=C(N/N=C/C1CC=CCC1)c1ccc(O)cc1O (centres undefined)	-2	7	11	1	0	-2	-8	4	1
CC(=O)/C(=N/Nc1ccc([N+](=O)[O-])cc1)N1CCCc2ccccc21	8	-3	8	1	1	-6	-5	-1	2
C=CCn1c(SCC(=O)c2cc(C)n(C(C)COC)c2C)nc2sc(C)c(C)c2c1=O (centres undefined)	-1	0	6	-5	4	-7	-14	0	0
COc1ccc(-n2cnnc2SCC(=O)N2CCN(S(=O)(=O)c3ccccc3)CC2)cc1	-1	0	5	6	-3	-1	-2	2	1
Cc1cccc(C(=O)n2c(=S)nc3ccccn32)c1	4	11	7	-1	3	0	2	6	-1
COC(=O)c1cccc(NC(=O)Cc2coc3cc(OC)ccc23)c1	-1	2	-2	0	3	-7	-7	0	1
COc1ccc(NC(=O)Nc2nnc(CC(=O)NCc3ccccc3)s2)cc1	4	1	-6	-5	-2	-2	-5	-2	-3
CC(C)OCCCn1c(SCC(=O)N2CCc3ccccc32)nc2ccccc2c1=O	-8	8	-5	-28	-15	-5	-7	-6	1
CCSc1ncc(C)cc1[N+](=O)[O-]	1	-2	-2	0	3	-3	-3	-2	10
c1ccc(-c2nc3ccccc3o2)nc1	5	2	4	1	6	1	0	-6	-1
CSCCC(NC(N)=O)C(=O)N(C)CC(=O)Nc1cc(C)ccc1C (centres undefined)	4	0	4	-3	3	-1	-2	5	3
c1ccc(OCCSc2nnnn2C2CCCCC2)cc1	-1	0	-3	4	0	-3	-1	-2	4
Cc1cc(Cl)ccc1OCC(=O)NNC(=O)C1CCCO1 (centres undefined)	4	19	1	-1	0	0	5	-3	5

An excerpt of these results, with values under each structure:
Results follow in this order: PAFAH2 inh	PAFAH1B3 FP inh	GSTO1 inh	Fam108B counter	pPAFAH FP inh	LYPLA1 counter	PME-1 inh	PAD4 inh	PAFAH1B2 inh
- COc1ccc(NC(=O)Nc2nnc(CC(=O)NCc3ccccc3)s2)cc1
  4	1	-6	-5	-2	-2	-5	-2	-3
- CSCCC(NC(N)=O)C(=O)N(C)CC(=O)Nc1cc(C)ccc1C (centres undefined)
  4	0	4	-3	3	-1	-2	5	3
- CCSc1ncc(C)cc1[N+](=O)[O-]
  1	-2	-2	0	3	-3	-3	-2	10
- Cc1cc(Cl)ccc1OCC(=O)NNC(=O)C1CCCO1 (centres undefined)
  4	19	1	-1	0	0	5	-3	5

Later entries:
SMILES	PAFAH2 inh	PAFAH1B3 FP inh	GSTO1 inh	Fam108B counter	pPAFAH FP inh	LYPLA1 counter	PME-1 inh	PAD4 inh	PAFAH1B2 inh
C(=C\n1nnc2ccccc21)/c1ccccn1	-2	-4	9	0	-2	-3	1	1	9
CN(C(=O)CCNC(=O)Cn1cnc2ccccc2c1=O)c1ccccc1F	-1	11	5	-2	5	-2	-6	1	6
Cc1ccc(N(CC(=O)Nc2ccccc2-c2ccccc2)S(=O)(=O)c2ccccc2)c(C)c1	-1	4	2	-4	-2	-4	-6	2	-1
Cn1cc(CCNC(=O)C2CCC(=O)N(CCc3ccc(Cl)cc3)C2)cn1 (centres undefined)	-3	4	3	-1	2	4	3	0	3
COc1ccc(NC(=O)Nc2ccc3c(c2)OCO3)c(C)c1	5	13	14	4	-6	0	7	-10	1
c1ccc(-c2nc3nc4ccccc4nc3n2Cc2ccco2)cc1	1	4	-4	0	8	-4	-15	10	2
COc1ccc(CC(=O)OCC(=O)Nc2ccc(Cl)cn2)cc1	2	-7	11	3	16	4	5	-1	5
COc1ccc(NC(=O)C2Cc3cccc(OC)c3O/C2=N\O)cc1 (centres undefined)	-27	7	5	0	3	-4	4	-8	-2
COc1cccc(OC)c1OCCCCN1CCCCC1	1	12	3	0	1	1	1	-2	1

Part of the list above in order of molar mass, rising.
SMILES	PAFAH2 inh	PAFAH1B3 FP inh	GSTO1 inh	Fam108B counter	pPAFAH FP inh	LYPLA1 counter	PME-1 inh	PAD4 inh	PAFAH1B2 inh
COc1cccc(OC)c1OCCCCN1CCCCC1	1	12	3	0	1	1	1	-2	1
Cn1cc(CCNC(=O)C2CCC(=O)N(CCc3ccc(Cl)cc3)C2)cn1 (centres undefined)	-3	4	3	-1	2	4	3	0	3
Cc1ccc(N(CC(=O)Nc2ccccc2-c2ccccc2)S(=O)(=O)c2ccccc2)c(C)c1	-1	4	2	-4	-2	-4	-6	2	-1

Screening results from PubChem.

These rows are one share of the data; count on the stated rates, not on these rows.
